# RGS4 inh – inhibitors of human RGS4; HEK293 M3R/RGS4 inducible, Fluo-4 calcium flux; hits give high values; triggered by carbachol at its EC20; B-score at 10 µM; actives 0.45% (n = 310,000);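 active = B-score, a plate-corrected calcium signal, over three deviations above library mean, with baseline fluorescence within five deviations of library mean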;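 note: RGS4 expression induced by doxycycline in cells with stable M3 receptor; B-score is computed from the integrated fluorescence ratio over baseline after carbachol; higher B-score means a larger calcium signal and so more RGS4 inhibition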
# Target sequence (P49798 whole entry, looked up): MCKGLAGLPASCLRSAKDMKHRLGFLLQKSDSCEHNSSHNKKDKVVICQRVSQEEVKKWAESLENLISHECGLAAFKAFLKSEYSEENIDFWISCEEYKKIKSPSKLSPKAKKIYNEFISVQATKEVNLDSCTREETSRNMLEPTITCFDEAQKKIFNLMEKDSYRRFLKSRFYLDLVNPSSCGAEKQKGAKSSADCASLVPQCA
# PolyA inh – yeast polyadenylation inhibition | S. cerevisiae SKY197-pL101 polyadenylation reporter, beta-gal luminescence; efflux-impaired pdr1/pdr3 knockout yeast; score 100 = 6 SD above DMSO | calls only at 12 µM | actives 0.02% (n = 300,000) | AID 1875;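 active = lowest replicate activity score at least 50, where 100 means six control SD above control mean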;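 note: yeast exposed to compound for 9 h at 30 °C; higher score means more reporter readthrough which indicates perturbed polyadenylation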
# KCNK3 inh – human KCNK3 channel inhibition, primary screen; actives 0.84% (n = 340,000); AID 602410; O14649; CHO-KCNK3 thallium flux, FluxOR fluorescence; hits give low values; B-score at 10 µM;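 active = B-score under library mean minus 4 SD, starting fluorescence ratio at most library mean plus 5 SD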;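 note: more negative B-score means stronger inhibition of thallium flux through KCNK3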
# Target sequence (O14649 whole entry, looked up): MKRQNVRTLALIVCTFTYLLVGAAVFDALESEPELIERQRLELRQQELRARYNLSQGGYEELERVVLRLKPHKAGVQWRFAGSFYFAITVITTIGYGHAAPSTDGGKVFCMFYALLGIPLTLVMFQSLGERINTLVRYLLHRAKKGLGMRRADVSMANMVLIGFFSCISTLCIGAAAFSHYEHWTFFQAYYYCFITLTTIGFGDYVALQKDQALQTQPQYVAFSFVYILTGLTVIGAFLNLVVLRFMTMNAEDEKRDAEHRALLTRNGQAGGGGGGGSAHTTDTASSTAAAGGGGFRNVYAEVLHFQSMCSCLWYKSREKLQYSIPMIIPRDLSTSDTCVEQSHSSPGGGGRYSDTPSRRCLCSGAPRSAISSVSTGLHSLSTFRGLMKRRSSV
# KCNK9 block – inhibitors of human KCNK9 two-pore domain potassium channel; B-score at 10 µM; HEK293 KCNK9, FluxOR thallium flux fluorescence; hits give low values; AID 488922; actives 1.2% (n = 310,000); Q9NPC2;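 active = ratio B-score over 3 SD below the library mean, with starting fluorescence within 5 SD of its mean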;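 note: negative B-score means less thallium flux so channel inhibition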
# Target sequence (Q9NPC2 whole entry, looked up, the tested form may be a part): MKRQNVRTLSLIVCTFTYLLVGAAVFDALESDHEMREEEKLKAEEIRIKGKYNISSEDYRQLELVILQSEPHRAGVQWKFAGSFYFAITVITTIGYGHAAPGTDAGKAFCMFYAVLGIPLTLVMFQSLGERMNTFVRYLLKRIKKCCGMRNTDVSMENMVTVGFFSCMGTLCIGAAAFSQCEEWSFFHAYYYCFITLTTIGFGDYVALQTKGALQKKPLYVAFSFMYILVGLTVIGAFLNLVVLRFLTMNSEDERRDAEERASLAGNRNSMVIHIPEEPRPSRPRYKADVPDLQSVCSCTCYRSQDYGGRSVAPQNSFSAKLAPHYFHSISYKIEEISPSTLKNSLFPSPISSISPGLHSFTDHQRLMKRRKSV
# KCNQ1 inh – blocks the human KCNQ1 potassium channel; CHO-K1 KCNQ1, FluxOR thallium flux fluorescence; hits give high values; B-score at 10 µM; actives 1.3% (n = 310,000); AID 2642; P51787;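 active = compounds whose thallium flux B-score, printed positive for inhibition, exceeds three library SD while starting fluorescence stays within three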;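 note: channel opened by potassium depolarization with thallium stimulus after 20 min compound exposure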
# KCNQ1 pot – potentiates or activates the human KCNQ1 potassium channel; P51787; CHO-K1 KCNQ1, thallium flux FluxOR fluorescence; hits give high values; B-score at 10 µM; actives 0.35% (n = 310,000); AID 2648;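 active = fluorescence ratio B-score, a plate-corrected score, at least three library SD, with initial intensity B-score within 5 SD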
#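 Material: CHO-K1 cells stably expressing KCNQ1. Medium: assay buffer for compound exposure, DMSO matched across wells. Reagent: K+/Tl+ depolarizing stimulus. Compound dosing: single-concentration screen. Times: 37 °C overnight plating, 90-min dark dye load, 20-min compound pretreatment. Technique: FluxOR Tl+ flux fluorescence.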
# GSK3beta inhib – blocks human GSK3beta kinase activity; P49841; actives 0.038% (n = 300,000); activity score (negative = inhibition), % at 10 µM; GST-GSK3beta kinase, ADP-Glo luminescence, 60 min; hits give low values;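 active = more than half of replicate wells score below -50%, meaning over 50% inhibition versus plate controls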;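 note: 0% = median DMSO wells and -100% = median GW8510 positive control wells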
#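 Test system: GST-fused GSK3beta enzyme, cell-free | Quantity: 1.6 ng GST-GSK3beta enzyme per well | Reagent: 25 µM ATP with peptide substrate | Schedule: 60 min enzyme reaction, room temperature | Signal: Luminescent ADP-Glo measurement of ADP formed | Read-out basis: Score relative to plate controls | Control set: DMSO and 20 µM GW8510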
# RGS4 act – RGS4 potentiation or activation. HEK293 M3R/inducible RGS4, carbachol calcium flux Fluo4; hits give low values. B-score at 10 µM. actives 0.92% (n = 310,000). AID 463111;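 active = B-score of the integrated calcium signal more than 4 SD below the library mean, with starting fluorescence not abnormally high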;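 note: negative B-score means reduced calcium response which marks RGS4 activation or potentiation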
#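 Material: Inducible-RGS4 HEK293 cells carrying M3 receptor; also added: carbachol at ECmax as muscarinic agonist stimulus; incubation: compound preincubation 20 min at room temperature before agonist; signal: Fluo4-AM (2 µM) calcium-flux fluorescence, kinetic read; measure: integrated calcium ratio converted to B score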
# hERG protect – shields human hERG channel from block by proarrhythmic agents; activation (rescue from dofetilide block), less the hit threshold, % at 10 µM; actives 0.51% (n = 310,000); CHO-hERG, FluxOR thallium flux, dofetilide IC70 present; Q12809; AID 1511;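 active = activation above the mean of controls blocked by dofetilide plus 5 SD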;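 note: thallium influx through hERG after potassium depolarization seen as dye fluorescence rise; in these data hits start at about 4.7%; inactives centre near -7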
# GSK3A inh – human GSK-3 alpha kinase inhibition | ADP-Glo luminescence, 60 min | inhibition, % at 10 µM | actives 0.1% (n = 320,000);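 in the data active = inhibition above about 50%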;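 note: GST-tagged GSK-3 alpha with peptide substrate and 25 µM ATP; 0% = DMSO neutral wells and 100% = GW8510 positive control wells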
# Dyrk1A ADPGlo – inhibitors of rat Dyrk1A kinase; Q63470; ADP-Glo luminescence, NFATc1 peptide; inhibition, % at 12.5 µM; actives 0.43% (n = 310,000); AID 504441; in the data active = inhibition above about 50%;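 note: plate controls were vehicle with enzyme for no effect and no enzyme for full effect; many of its hits are not listed in these tables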
# * hit, by the source's call; i = inactive; / = no result given. The list is partial. The share of hits here may be higher or lower than overall.
SMILES,RGS4 inh,PolyA inh,KCNK3 inh,KCNK9 block,KCNQ1 inh,KCNQ1 pot,GSK3beta inhib,RGS4 act,hERG protect,GSK3A inh,Dyrk1A ADPGlo
CCn1c2ccccc2c2nnc(SCC(=O)Nc3ccc4c(c3)OCO4)nc21,i,i,i,i,i,i,-1,i,-9,-3,-3
CCOc1ccc(/C=C(\C)C(=O)c2c(C)cc(C)[nH]c2=O)cc1,i,i,i,i,i,i,2,i,-5,-3,6
CC(=O)Nc1ccc(Nc2cc(C)nc3ccccc23)cc1,i,i,i,i,i,i,-5,i,-12,-1,-7
O=S(CCc1ccncc1)Cc1ccccc1 (stereo not drawn),i,i,i,i,i,i,-1,i,0,2,-11
CC(=O)CC(=O)Nc1ccc(Cl)cn1,i,i,i,i,i,i,-6,i,-3,5,-1
CN(CC(=O)N1CCC(C(N)=O)CC1)S(=O)(=O)c1ccc2ccccc2c1,i,i,i,i,i,i,-1,i,-7,0,9
O=C(CSc1ncn[nH]1)c1ccco1,i,i,i,i,i,i,1,i,0,-1,-5
Cc1onc(-c2ccccc2Cl)c1C(=O)NCc1ccc(N2CCCC2=O)cc1,i,i,i,i,i,i,2,i,-5,0,-4
CCn1ccnc1CNCc1ccc(OCC(O)CN(C)Cc2ccccc2)cc1 (stereo not drawn),i,i,i,i,i,i,2,i,-19,-2,-1
COC(=O)Cn1c(C)nc2c(sc3nc(C)cc(C)c32)c1=O,i,i,i,i,i,i,0,i,-10,-2,/
COc1ccc2cc3c(N)nn(C(=O)Cc4ccccc4OC)c3nc2c1,i,i,i,i,i,i,0,i,-5,-1,28
Cc1ccc(-c2nnn(Cc3nc4ccccc4s3)n2)cc1,i,i,i,i,i,i,-1,i,-17,-3,1
O=C(Nc1ccccc1Cl)c1cc(=O)c2ccccc2o1,i,i,i,i,i,i,2,i,-6,/,4
CCOC(=O)Nc1ccc(C(=O)c2ccncc2)cc1,i,i,i,i,i,i,1,i,-5,-1,7
CCOC(=O)C(=O)Nc1cc(Cl)ccc1C,i,i,i,i,i,i,4,i,-2,-2,5
CCN(CCCNC(=O)CC1Oc2ccc(C)cc2NC1=O)Cc1ccccc1 (stereo not drawn),i,i,i,i,i,i,1,i,-8,/,5
CCOC(=O)c1ccc(CNCc2ccc(C)cc2)cc1,i,i,i,i,i,i,1,i,-9,-5,-4
O=C(CSc1nc2ccccc2s1)Nc1cc(C(=O)O)cc(C(=O)O)c1,i,i,i,i,i,i,5,i,-2,0,/
CC(C)(C)OC(=O)NCC(=O)N1CCC(C(=O)O)CC1,i,i,i,i,i,i,-6,i,-9,-2,1
CCOc1ccc(N2CC(C(=O)Nc3nnc(SCCOC)s3)CC2=O)cc1 (stereo not drawn),i,i,i,i,i,i,0,i,-9,-3,1
COc1ccccc1N1CCN(C2CCCCC2NS(=O)(=O)c2ccc(Cl)cc2)CC1 (stereo not drawn),i,i,i,i,i,i,-1,i,-12,/,-2
COC(=O)c1sccc1NC(=O)c1cc(-c2ccc(C)cc2)nc2ccccc12,i,i,i,i,i,i,-1,i,-4,-1,10
Cc1cc(CN2CCCC(CNC(=O)c3ccc(F)cc3)C2)cc(C)c1O (stereo not drawn),i,i,i,i,i,i,-2,i,-9,0,-2
Cn1cccc1/C=N/N1CCN(Cc2ccccc2)CC1,i,i,i,i,i,i,5,i,-3,-4,/
Cc1cc(=O)c2ccc(Cl)cc2[nH]1,i,/,i,i,i,i,1,i,-7,1,20
Nc1ccc(CCc2ccc(N)cc2)cc1,i,i,i,i,i,i,1,i,-5,0,-4
O=c1[nH]c(/C(=N\O)c2ccccc2)no1,i,i,i,-7.2*,i,i,-6,i,-9,0,-20
CCN(CC(=O)Nc1ccc(NC(C)=O)cc1)C(=O)CCCOc1ccc(C(C)(C)C)cc1,i,i,i,i,i,i,1,i,-18,-2,0
O=C(COc1ccc(S(=O)(=O)NC2CCCCC2)cc1)NC1CC1,i,i,i,i,i,i,-2,i,-4,5,4
COc1ccccc1N1CCN(C2CCCN(C(=O)c3oc(C)cc3C)C2)CC1 (stereo not drawn),i,i,i,i,i,i,-1,i,-9,3,/

# Quoted at random: two compounds from above
SMILES,RGS4 inh,PolyA inh,KCNK3 inh,KCNK9 block,KCNQ1 inh,KCNQ1 pot,GSK3beta inhib,RGS4 act,hERG protect,GSK3A inh,Dyrk1A ADPGlo
Nc1ccc(CCc2ccc(N)cc2)cc1,i,i,i,i,i,i,1,i,-5,0,-4
CCOc1ccc(N2CC(C(=O)Nc3nnc(SCCOC)s3)CC2=O)cc1 (stereo not drawn),i,i,i,i,i,i,0,i,-9,-3,1

# Further structures follow:
SMILES,RGS4 inh,PolyA inh,KCNK3 inh,KCNK9 block,KCNQ1 inh,KCNQ1 pot,GSK3beta inhib,RGS4 act,hERG protect,GSK3A inh,Dyrk1A ADPGlo
CCc1c(O)nc(SC2CC(=O)N(c3ccc(F)c(Cl)c3)C2=O)[nH]c1=O (stereo not drawn),i,i,i,i,i,i,2,i,2,-7,-1
O=C(NCCNc1ccc([N+](=O)[O-])cc1)c1cc(F)c(F)cc1Cl,i,i,i,i,i,i,1,i,-2,0,/
COc1ccc2[nH]cc(C(=O)NCCc3ccccc3)c(=O)c2c1,i,i,i,i,i,i,1,i,-5,/,4
CCc1ccc(NC(=O)C2=CC(c3ccc(OC)c(OC)c3)=NS(=O)(=O)N2C)cc1,i,/,i,i,i,i,2,i,-10,-1,-4
COc1cc(C(=O)NCC(c2cccnc2)N2CCN(c3ccccc3)CC2)cc(OC)c1OC (stereo not drawn),i,i,i,i,i,i,2,i,-10,-2,3
CC1=N/C(=C\c2ccc(OC(C)C)cc2)C(=O)N1c1ccc(C(=O)O)cc1,i,i,i,i,i,i,0,i,-7,/,7
CCCCCN1CC(=O)N2[C@@H](Cc3c([nH]c4ccccc34)C2(C)C)C1=O,i,i,i,i,i,i,-2,i,-5,-2,4
N#Cc1ccc(CSc2nnc(NC(=O)C3CC(=O)N(c4ccc5c(c4)OCCO5)C3)s2)cc1 (stereo not drawn),i,i,i,i,i,i,3,i,-12,8,-9
CCOC(=O)N/N=C\c1cccc(OC)c1OC/C=C/c1ccccc1,i,i,i,i,i,i,1,i,-17,0,-1
CN(C)S(=O)(=O)Oc1cccc(C(=O)Nc2ccccc2Cl)c1,i,i,i,i,i,i,2,i,-9,-2,7
CCc1cccc(OCCCCN(CC)CC)c1,i,i,i,i,i,i,3,i,-10,2,-4
Cc1ccn2c(=O)c(C(=O)NCCCN3CCCCC3C)c(O)nc2c1 (stereo not drawn),i,i,i,i,i,i,-24,i,-10,1,6
COc1cccc(CNC(=S)NC2CC2)c1,i,i,i,i,i,i,1,i,-15,-1,6
COc1ccc(-c2nn(C)c(=O)c3ccccc23)cc1NC(=O)Cn1nc(-c2ccccc2)c2ccccc2c1=O,i,i,i,i,i,i,1,i,-11,-2,8
COc1ccc(S(=O)(=O)Nc2ccc3c(c2)OCO3)cc1,i,i,i,i,i,i,0,i,-9,0,-2
O=[N+]([O-])c1nn(-c2ccc(Cl)cc2)n(O)c1=NCc1ccccc1,i,i,i,i,i,i,0,i,-14,-1,10
COc1cccc(C(=O)N(CN2CCCC2=O)c2cc(C)on2)c1,i,i,i,i,i,i,4,i,-12,1,23
Cn1ncc([N+](=O)[O-])c1C(=O)Nc1ccc(-c2nc3ccccc3[nH]2)cc1,i,i,i,i,i,i,2,i,-8,2,6
CCOc1ccc(N2CC(C(=O)NCCc3ccc(OC)c(OC)c3)CC2=O)cc1 (stereo not drawn),i,i,i,i,i,i,1,i,-7,/,3
Cc1c(-c2nc(-c3cccnc3)no2)cccc1[N+](=O)[O-],i,i,i,i,i,i,2,i,-5,-2,/
O=C(Nc1cccc(-n2cnnn2)c1)c1cccs1,i,i,-10*,i,i,i,-2,i,-10,-1,-2
COc1ccc(CNCCNC(=O)c2cccs2)c(OC)c1OC,i,i,i,i,i,i,-1,i,-11,-1,-2
COc1cccc(C(=O)NC(=O)Nc2nc(C)cc(C(F)(F)F)n2)c1,i,i,i,i,i,i,-6,i,-7,/,/
CCOc1ccc(CCNC(=O)C2CC(=O)N(c3ccc4c(c3)OCCO4)C2)cc1OCC (stereo not drawn),i,i,i,i,i,i,-3,i,-14,1,9
CN(c1ccccc1)S(=O)(=O)c1cc(Cl)ccc1Cl,i,i,i,i,i,i,-4,i,-16,0,2
O=C(CCc1ccccc1)Nc1nc2n(n1)C(c1ccc(Cl)cc1)CC(=O)N2 (stereo not drawn),i,i,i,i,i,i,0,i,-8,0,1
CCOCc1cc(C2NC(=O)NC(C)=C2C(=O)OCC)ccc1OC (stereo not drawn),i,i,i,i,i,i,-4,i,-3,3,-5
Cc1cc(NC(=O)CSc2ccc(-c3cccc([N+](=O)[O-])c3)nn2)no1,i,i,i,i,i,i,2,i,-4,0,-1
CSc1n[nH]c(=O)n1C1CCCCC1,i,i,i,i,i,i,0,i,-7,3,-3
COc1cc2nc(N(CCN(C)C)C(=O)c3ccc(S(=O)(=O)N(C)CC4CCCO4)cc3)sc2cc1OC (stereo not drawn),i,i,i,i,i,i,0,i,-11,-3,0
O=C(N/C(=C/C=C\c1ccccc1)C(=O)N1CCOCC1)c1ccc(Br)cc1,i,i,i,i,i,i,-2,i,-13,-2,-8
O=C(c1nn2c(C(F)(F)F)cc(-c3ccccc3)nc2c1Cl)N1CCN2CCCC2C1 (stereo not drawn),i,i,i,i,i,i,0,i,-6,/,-4
COc1ccc(CNC(=O)COc2ccc(Br)c(C)c2)cc1,i,i,i,i,i,i,-3,i,-6,-3,1
COc1ccc(N2CCN(C3CCCN(C(=O)c4ccoc4)C3)CC2)cc1 (stereo not drawn),i,i,i,i,i,i,3,i,-9,-1,5
CCCCC1CN2CCc3c([nH]c4ccccc34)C2(C)C1 (stereo not drawn),i,i,i,i,i,i,-7,i,-15,-1,-2
CCOC(=O)Cc1csc(NC(=O)C(C)Oc2ccc3c(C)cc(=O)oc3c2)n1 (stereo not drawn),i,i,i,i,i,i,1,i,-4,-2,11
O=C(COC(=O)c1ccc(Cl)nc1)Nc1cccnc1Cl,i,i,i,i,i,i,/,i,-3,-2,-2

# Screening data (PubChem BioAssay)
